Screens from PubChem BioAssay.
RGS4 inh = human RGS4 inhibition | HEK293 M3R/RGS4 inducible, Fluo-4 calcium flux; stronger effect = higher value; triggered by carbachol at its EC20 | B-score at 10 µM | 0.45% of 310,000 active | AID 463165;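 active = B-score, a plate-corrected calcium signal, over three deviations above library mean, with baseline fluorescence within five deviations of library mean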;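 also: RGS4 expression induced by doxycycline in cells with stable M3 receptor; B-score is computed from the integrated fluorescence ratio over baseline after carbachol; higher B-score means a larger calcium signal and so more RGS4 inhibition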
Target sequence (P49798 whole entry, looked up): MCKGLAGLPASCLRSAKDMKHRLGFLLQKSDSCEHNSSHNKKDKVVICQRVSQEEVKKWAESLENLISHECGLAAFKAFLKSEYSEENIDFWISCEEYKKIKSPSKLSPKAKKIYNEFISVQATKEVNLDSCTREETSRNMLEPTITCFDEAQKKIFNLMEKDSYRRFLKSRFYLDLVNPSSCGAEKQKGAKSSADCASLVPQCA
TMEM16A act = activators or potentiators of mouse TMEM16A chloride channel; HEK293 TMEM16A/YFP-H148Q/I152L, iodide quench fluorescence; stronger effect = lower value; Q8BHY3; B-score at 10 µM; 0.3% of 340,000 active; AID 623877;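 active = fluorescence-ratio B-score plate-corrected deviation score at least 3 library SD below zero, with starting fluorescence score within 5 deviations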;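 also: channel opened by trigger with iodide after compound preincubation; score built on the fluorescence ratio of max minus min over baseline; more negative score means more quench and so TMEM16A activation or potentiation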
MrgX1 allo act = allosterically activates human MrgX1 receptor signaling. Q96LB2. MrgX1-HEK293, Fluo-4 calcium flux, FDSS; stronger effect = higher value. B-score at 10 µM. 0.63% of 310,000 active. AID 588675;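 active = plate-corrected calcium response at least 3 library SD above typical, normal starting fluorescence, not activating the receptor alone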;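 also: compound read alongside a low EC10 to EC30 dose of BAM8-22 agonist; peak minus trough fluorescence over baseline measured at the second addition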
Target sequence (Q96LB2 whole entry, looked up): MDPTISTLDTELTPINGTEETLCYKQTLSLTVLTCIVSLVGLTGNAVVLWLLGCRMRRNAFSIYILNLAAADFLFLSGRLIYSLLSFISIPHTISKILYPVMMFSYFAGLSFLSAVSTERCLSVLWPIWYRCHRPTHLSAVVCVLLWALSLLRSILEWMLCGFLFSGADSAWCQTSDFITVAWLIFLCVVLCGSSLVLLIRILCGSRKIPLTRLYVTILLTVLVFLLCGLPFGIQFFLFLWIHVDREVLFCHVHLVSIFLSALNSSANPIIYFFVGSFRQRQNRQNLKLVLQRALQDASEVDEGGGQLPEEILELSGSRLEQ
RGS4 act = RGS4 potentiation or activation. HEK293 M3R/inducible RGS4, carbachol calcium flux Fluo4; stronger effect = lower value. B-score at 10 µM. 0.92% of 310,000 active. AID 463111;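 active = B-score of the integrated calcium signal more than 4 SD below the library mean, with starting fluorescence not abnormally high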;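 also: negative B-score means reduced calcium response which marks RGS4 activation or potentiation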
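Detection: kinetic calcium fluorescence imaging with Fluo4-AM dye, 2 µM / Material: HEK293 cells with stable M3R and inducible RGS4 / Schedule: recording 10 s baseline at 1 Hz, 100 s post-agonist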
KCNK3 block = human KCNK3 channel inhibition, primary screen; CHO-KCNK3 thallium flux, FluxOR fluorescence; stronger effect = lower value; AID 602410; 0.84% of 340,000 active; B-score at 10 µM; O14649;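 active = B-score under library mean minus 4 SD, starting fluorescence ratio at most library mean plus 5 SD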;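 also: more negative B-score means stronger inhibition of thallium flux through KCNK3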
KCNQ1 block = blocks the human KCNQ1 potassium channel; P51787; CHO-K1 KCNQ1, FluxOR thallium flux fluorescence; stronger effect = higher value; B-score at 10 µM; 1.3% of 310,000 active;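 active = compounds whose thallium flux B-score, printed positive for inhibition, exceeds three library SD while starting fluorescence stays within three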;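 also: channel opened by potassium depolarization with thallium stimulus after 20 min compound exposure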
TMEM16A inh = blocks the mouse calcium-activated chloride channel TMEM16A; HEK293 TMEM16A/YFP iodide influx fluorescence, ionomycin; normalized B-score (activity score, 25-100; higher = stronger inhibition) at 10 µM; 1.2% of 310,000 active;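 active = ratio plate-corrected score three or more library SD toward inhibition, starting fluorescence score within five deviations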;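 also: score derived from kinetic fluorescence span divided by baseline fluorescence per well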
hERG rescue = compounds protecting human hERG from proarrhythmic drug block; CHO-hERG, FluxOR thallium flux, dofetilide IC70 present; activation (rescue from dofetilide block), less the hit threshold, % at 10 µM; 0.51% of 310,000 active; AID 1511;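 active = activation above the mean of controls blocked by dofetilide plus 5 SD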;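 also: thallium influx through hERG after potassium depolarization seen as dye fluorescence rise; in these data hits start at about 4.7%; inactives centre near -7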
KCNK9 block = inhibitors of human KCNK9 two-pore domain potassium channel | Q9NPC2 | HEK293 KCNK9, FluxOR thallium flux fluorescence; stronger effect = lower value | B-score at 10 µM | 1.2% of 310,000 active;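 active = ratio B-score over 3 SD below the library mean, with starting fluorescence within 5 SD of its mean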;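 also: negative B-score means less thallium flux so channel inhibition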
Target sequence (Q9NPC2 whole entry, looked up, the tested form may be a part): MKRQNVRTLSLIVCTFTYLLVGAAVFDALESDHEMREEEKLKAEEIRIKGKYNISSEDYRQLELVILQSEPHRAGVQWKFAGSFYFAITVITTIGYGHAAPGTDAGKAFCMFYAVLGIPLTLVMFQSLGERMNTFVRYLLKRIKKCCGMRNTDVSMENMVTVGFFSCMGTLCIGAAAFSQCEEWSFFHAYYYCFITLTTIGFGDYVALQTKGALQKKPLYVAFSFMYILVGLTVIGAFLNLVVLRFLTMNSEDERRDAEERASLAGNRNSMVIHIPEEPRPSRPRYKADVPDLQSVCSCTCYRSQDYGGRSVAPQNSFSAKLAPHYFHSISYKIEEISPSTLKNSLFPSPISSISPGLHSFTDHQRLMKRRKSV
KCNQ1 act = human KCNQ1 channel potentiation or activation; P51787; CHO-K1 KCNQ1, thallium flux FluxOR fluorescence; stronger effect = higher value; B-score at 10 µM; 0.35% of 310,000 active;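 active = fluorescence ratio B-score, a plate-corrected score, at least three library SD, with initial intensity B-score within 5 SD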
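assay system = CHO-K1 cells stably expressing KCNQ1 | medium = assay buffer, equal DMSO in all wells | timing = 37 °C overnight plating, 90-min dark dye load, 20-min compound pretreatment | measured by = kinetic FluxOR thallium fluorescence, 10-s 1-Hz baseline, 110-s post-stimulus read | measure = fluorescence change relative to baseline, converted to B score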
MrgX1 ag = human MrgX1 receptor agonism, primary screen. MrgX1-HEK293 cells, Fluo-4 calcium fluorescence, agonist mode; stronger effect = higher value. B-score at 10 µM. 0.44% of 310,000 active;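 active = calcium response B-score plate-corrected fluorescence ratio at least 3 library SD, with starting fluorescence B-score inside 5 SD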
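Material: MrgX1-expressing HEK293 cells / Dosing: compound as first of three additions / Incubation: overnight seeding, then 1 h dark dye loading / Signal: Fluo-4 NW calcium fluorescence / Evaluation: B-scored fluorescence response ratio / Benchmarks: positive and negative control wells on each plate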
Numbers without * were called inactive; i = inactive; x = not tested or not shown.

Every second line gives: TMEM16A inh	RGS4 inh	KCNQ1 block	KCNK9 block	MrgX1 ag	KCNQ1 act	hERG rescue	KCNK3 block	RGS4 act	MrgX1 allo act	TMEM16A act
CC(=O)c1cccc(N(C(=O)Cn2nnc3ccccc32)C(C(=O)NCC2CCCO2)c2ccc(N3CCOCC3)cc2)c1 (centres undefined)
 : i	i	i	i	i	i	-18	i	i	i	i
Cc1ccsc1/C=N/n1c(-c2ccco2)n[nH]c1=S
 : i	i	i	i	i	i	-8	i	i	i	i
Cc1cc(N2CCN(c3ccccc3)CC2)nc(N2CCOCC2)n1
 : i	i	i	i	i	i	-10	i	i	i	i
CCOC(=O)C1(C)NC(c2ccc(OC)cc2OC)C2C(=O)N(CC)C(=O)C21 (centres undefined)
 : i	i	i	i	i	i	-2	i	i	i	i
CC(C)Cc1ccc(CN2CCCC(NC(=O)c3nn(C)c(=O)c4ccccc34)C2)cc1 (centres undefined)
 : x	i	i	i	x	i	-3	i	i	x	i
COc1ccc(Cl)cc1C(=O)NNC(=S)NC1CCCC1
 : i	i	i	i	i	i	5.8*	i	i	i	i
CC(C)C[C@H](NC(=O)C1CCN(C(=O)[C@H](Cc2ccccc2)NC(=O)OC(C)(C)C)CC1)C(=O)O
 : i	i	i	i	i	i	0	i	i	i	i
COc1ccc(/C=N/OCC(=O)NCC(C)C)c(OC)c1
 : i	i	i	i	i	i	-13	i	i	i	i
Cc1ccccc1N1CCN(c2ncnc3c2cnn3Cc2ccc(Cl)cc2)CC1
 : i	i	i	i	i	i	-10	i	i	i	i
CC(C)c1nc2n[nH]c(N)c2c2c1CCC2
 : i	i	i	i	i	i	-10	i	i	i	i
O=C1C(Cl)=C(N2CCOCC2)C(=O)N1CCc1ccccc1
 : i	i	i	i	i	i	-11	i	i	i	i
CCCCCCCNC(=O)C1(CC2CC(c3cccc(Br)c3)=NO2)CCN(C(=O)C2(C)CC2)CC1 (centres undefined)
 : i	x	x	x	i	x	x	i	x	i	i
CC(C)C(=O)Nc1ccc(C(=O)NNC(=O)CCc2ccccc2)cc1
 : i	i	i	i	i	i	-5	i	i	i	i
Cc1cc(=O)oc2cc(OC(C)C(=O)O)c(Cl)cc12 (centres undefined)
 : i	i	i	i	i	i	-3	i	i	i	i
O=C(COc1ccc(S(=O)(=O)NC2CCCCC2)cc1Cl)Nc1ccc2c(c1)OCO2
 : i	i	i	i	i	i	-9	i	i	i	i
COc1ccc(Cl)cc1NC(=O)c1ccc2c(SCC(=O)O)c3c(nc2c1)CCCC3
 : i	i	i	i	i	i	-9	i	i	i	i
CC(=O)NCCNC(=O)c1ccc(CSc2nc3ccccc3s2)cc1
 : i	i	i	i	i	i	-3	i	i	i	i
CCOC(=O)c1[nH]c2ccc(F)cc2c1NC(=O)C1=COCCO1
 : i	i	i	i	i	i	-6	i	i	i	i
N#Cc1ccccc1S(=O)(=O)c1ccccc1C(=O)Nc1ccccc1
 : i	i	i	i	i	i	-2	i	i	i	i
CSCc1cc(N2CCOCC2)nc(SCc2ccc(Cl)c(Cl)c2)n1
 : i	i	i	-9.2*	i	i	-3	i	i	i	i
Cc1ccccc1Cc1ccc(Cl)nn1
 : i	i	i	i	i	i	-5	i	i	i	i
COc1ccc(-c2nc(NC(=O)C3CC(=O)N(c4ccc5c(c4)OCCO5)C3)sc2C)cc1 (centres undefined)
 : i	i	i	i	i	i	-5	i	i	i	i
COC(=O)c1cc2ccsc2n1CC(=O)N(C)C1CCCCC1
 : i	i	i	i	i	i	-12	i	i	i	i
CCOc1ccc(NS(=O)(=O)c2c(C)nc3sc(CC)nn3c2=O)cc1
 : i	x	x	x	i	x	x	i	x	i	i
CCN1CCN(C(=O)c2ccc3c(=O)n(CCc4ccccc4)c(=O)[nH]c3c2)CC1
 : i	i	i	i	i	i	-9	i	i	i	i
COc1ccccc1NS(=O)(=O)c1cc([N+](=O)[O-])ccc1N/N=C/c1c(C)[nH]c2ccccc12
 : i	i	i	i	i	i	-11	i	i	i	i
O=C(O)CN1C(=O)S/C(=C\c2cccnc2)C1=O
 : i	i	i	i	i	i	-10	i	i	i	i
O=C(NCCN1CCN(c2ccccc2)CC1)c1cccn2c(=O)c3cc(Cl)ccc3nc12
 : i	i	i	i	i	i	-23	i	i	i	i
CN(C)C(/C=C/Nc1ccc(C#N)cc1)=C(C#N)C#N
 : i	i	i	i	i	i	3	i	i	i	i
c1ccc(-c2ccc(Oc3cc(N4CCOCC4)nc(-c4ccccc4)n3)cc2)cc1
 : i	i	i	i	i	i	-18	i	i	i	i
O=C(/C=C/c1cc[n+](CC(=O)c2ccc3cccc4c3c2CC4)cc1)c1ccc2cccc3c2c1CC3
 : i	i	i	i	i	i	-3	i	i	i	i
O=C(Cn1c(SCc2ccccc2)nc2ccccc21)N1CCOCC1
 : i	i	i	i	i	i	-9	i	i	i	i
Cc1ccc(S(=O)(=O)N2CCOC2CNC(=O)C(=O)NCc2cccnc2)cc1 (centres undefined)
 : i	i	i	i	i	i	-13	i	i	i	i
COc1ccc(N2Cc3ccccc3C2=O)cc1
 : i	i	i	i	i	i	-9	i	i	i	i
CC(C)COC(=O)C1C2C=CC3(CN(C(C)c4ccc(Br)cc4)C(=O)C13)O2 (centres undefined)
 : i	i	i	i	i	i	-8	i	i	i	i
N#Cc1ccc(C(=O)Nc2cccc3cccnc23)c(F)c1
 : i	i	i	i	i	i	-6	i	i	i	i
O=C(C1CCN(S(=O)(=O)c2cccc3cccnc23)CC1)N1CCCCC1
 : i	i	i	i	i	i	-7	i	i	i	i
COc1cccc(-c2cc(C(=O)Nc3cccnc3)no2)c1
 : i	i	i	i	i	i	-8	i	i	i	i
CN(C)S(=O)(=O)c1ccc(-c2csc(N/N=C/c3ccc(O)cc3)n2)cc1
 : i	i	i	i	i	i	-7	i	i	i	i
CN(Cc1ccc(Cl)cc1Cl)C(=O)CNC(=O)c1ccc2c(c1)OCO2
 : i	i	i	i	i	i	-18	i	i	i	i
O=C(CSc1nccn1-c1ncc(C(F)(F)F)cc1Cl)c1ccc(Br)cc1
 : i	i	i	i	i	i	-10	i	i	i	i
O=C(Nc1ncn[nH]1)c1cc([N+](=O)[O-])ccc1Cl
 : i	i	i	i	i	i	-9	i	i	i	i
O=C(OCC(=O)N1CCCC1)c1cc(F)c(F)cc1Cl
 : i	i	i	i	i	i	-6	i	i	i	i
Cn1cc(C(=O)N2CCc3ccccc32)cn1
 : i	i	i	i	i	i	-8	i	i	i	i
COc1ccccc1CCNC(=O)C1(C)CC1(Cl)Cl (centres undefined)
 : i	i	i	i	i	i	-6	i	i	i	i
O=C(Nc1ccnc(=O)[nH]1)c1sc2ccccc2c1Cl
 : i	i	i	i	i	i	-10	i	i	i	i
CCOC(=O)c1c(C)[nH]c(C(=O)N/N=C\c2ccccc2O)c1C
 : i	i	i	i	i	i	-5	i	i	i	i
COc1ccc(NC(=O)CC2COc3ccccc3O2)c(OC)c1 (centres undefined)
 : i	i	i	i	i	i	-4	i	i	i	i
O=C(NCc1ccco1)c1cccc(-c2nnc(-c3ccccc3)o2)c1
 : i	i	i	i	i	i	-15	i	i	i	i
CN(C)c1ccc(C(O)Cc2nc3ccccc3n2C)cc1 (centres undefined)
 : i	i	i	i	i	i	-6	i	i	i	i
COC(=O)C(NNc1ccccc1)(NC(=O)c1ccccc1F)C(F)(F)F (centres undefined)
 : i	i	i	i	i	i	-4	i	i	i	i
CCCCNC(=S)NNC(=O)c1csc(C)c1CC
 : i	i	i	i	i	i	-5	i	i	i	i
Cc1ccc(-n2nnnc2CCl)cc1
 : x	i	i	i	x	i	-20	i	i	x	i
COc1cc(CNCCO)ccc1OC1CCCC1
 : i	i	i	i	i	i	-6	i	i	i	i
S=C(Nc1ccc(Nc2ccccc2)cc1)Nc1ccccn1
 : i	i	i	-7.1*	i	i	-7	i	i	i	i
CN(C)/C=C1\SC(=S)N(c2ccc(Br)cc2)C1=O
 : i	i	i	i	i	i	-14	i	i	i	i
O=C(c1cc(S(=O)(=O)N2CCOCC2)ccc1Cl)N1CCN(c2ccccn2)CC1
 : i	i	i	i	i	i	0	i	i	i	i
CCOC(=O)C1C(=O)CC(C)(O)C(C(=O)OCC)C1c1cccs1 (centres undefined)
 : i	i	i	i	i	i	-3	i	i	i	i
O=C(Nc1nnc(Cc2ccccc2F)s1)c1ccccc1Cl
 : i	i	i	i	i	i	-10	i	i	i	i
COc1ccc(OC)c(CC(=O)Nc2ccc3c(c2)CCC3)c1
 : i	i	i	i	i	i	-8	i	i	i	i

Results in TMEM16A inh (two entries from above):
compound,TMEM16A inh
CCN1CCN(C(=O)c2ccc3c(=O)n(CCc4ccccc4)c(=O)[nH]c3c2)CC1,i
COc1ccccc1NS(=O)(=O)c1cc([N+](=O)[O-])ccc1N/N=C/c1c(C)[nH]c2ccccc12,i

Later entries:
Every second line gives: TMEM16A inh	RGS4 inh	KCNQ1 block	KCNK9 block	MrgX1 ag	KCNQ1 act	hERG rescue	KCNK3 block	RGS4 act	MrgX1 allo act	TMEM16A act
Cc1sc(NC(=O)c2ccco2)c(C(c2cccnc2)N2CCN(CCO)CC2)c1C (centres undefined)
 : i	i	i	i	i	i	-4	i	i	i	i
Cc1cccc(C)c1NC(=O)C(C)N1CCCCC1 (centres undefined)
 : i	i	i	i	i	i	-9	i	i	i	i
CC(=O)Nc1ccc(N2C(=O)C3C4C=CC(CC4)C3C2=O)cc1 (centres undefined)
 : i	i	i	i	i	i	-5	i	i	i	i
COc1ccc2[nH]c(=O)c(C(c3nnnn3C(C)(C)C)N(Cc3ccco3)CC3CCCO3)cc2c1 (centres undefined)
 : i	i	i	i	i	i	2	i	i	i	i
CCN(CC)CCNC(=O)C1(O)c2cc(Br)ccc2NC(=O)N1c1ccc(Cl)cc1 (centres undefined)
 : i	i	i	i	i	i	-7	i	i	i	i
